# KB-3-1 tox: KB-3-1 parental cell cytotoxicity; KB-3-1 viability, CellTiter-Glo ATP luminescence, 72 h; Potency, µM (doses to about 46.1 µM), for inactives: top-dose activity change, negative = cytotoxic, usual class: cytotoxic; 400,000 compounds, 1.4% hits; further: potency means the concentration at half of the fitted maximal effect; on the % scale 0 is the no-effect control and ±100 the full control effect; nearly all actives have a fitted effect of over 60% in size
#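 KB-3-1 cells, DMEM (no phenol red) + 10% FBS; compound by pin transfer, 72 h, 37 °C. Readout: CellTiter-Glo luminescence after 10 min. Data normalized, curve-fitted.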
# SW480 rerep: inducers of DNA re-replication in SW480 colon cancer cells; SW480 DNA re-replication, Hoechst DNA content imaging, 48 h; Potency, µM (doses to about 46.1 µM), inactives show at the highest dose re-replication activation, actives largely listed as activators; 340,000 compounds, 1.8% hits; AID 624297; further: potency means the concentration at half of the fitted maximal effect; % of control where 0% means no effect; nearly all actives have a fitted effect of over 55% in size
#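 Per well, 250 cells were exposed to pinned compound for 48 hr. Nuclear DNA was visualised with Hoechst (40 min, 37 C) and total object intensity recorded by fluorescence scanning.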
# ATXN viability: reduces viability in counter-screen for ATXN expression inhibitors; AID 651635; 400,000 compounds, 0.49% hits; S2 cells (HEK-293 line with an ATXN2-luciferase reporter) viability, CellTiter-Fluor protease fluorescence, 24 h; Potency, µM (series often up to 56.7 µM), hits mostly cytotoxic; further: potency means the concentration at half of the fitted maximal effect; nearly all actives have a fitted effect of over 40% in size
# MCF10A rereplic: inducers of DNA re-replication in MCF 10A breast cells; AID 624296; 350,000 compounds, 2.9% hits; Potency, µM (doses to about 46.1 µM), inactives show at the top dose activity, positive = re-replication, actives largely listed as activators; MCF 10A DNA re-replication, Hoechst nuclear intensity, 48 h; further: potency means the concentration at half of the fitted maximal effect; % of control where 0% means no effect; nearly all actives have a fitted effect of over 50% in size
# HT1080NT lethal: kills 2HG-producing HT-1080-NT fibrosarcoma cells; Potency, µM (titrated, usually from 46.1 µM), for the others: top-dose activity, negative = less viability, usual class: cytotoxic; 360,000 compounds, 1.6% hits; AID 686970; HT-1080-NT fibrosarcoma viability, CellTiter-Glo ATP luminescence, 48 h;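 further: NT is the 2HG producing partner of a matched IDH1 knockdown line; potency means the concentration at half of the fitted maximal effect; 0% = DMSO-treated cells and -100% = media-only wells without cells; nearly all actives have a fitted effect of over 55% in size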
#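 HT-1080-NT fibrosarcoma cells (2HG-overproducing), 750 cells/well in RPMI with 5% FBS, dosed after 2 h and incubated 48 h at 37C. CellTiter-Glo luminescence normalized to DMSO and no-cell wells; concentration-response curves fitted and classed.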
# HT1080 IDH1KD tx: kills HT-1080 cells with IDH1 knockdown | HT-1080 IDH1 knockdown viability, ATP luminescence, 48 h | Potency, µM (doses to about 46.1 µM), for the others: at the top dose activity, negative = toxicity, hits mostly cytotoxic | 360,000 compounds, 2% hits | AID 686971;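 further: potency means the concentration at half of the fitted maximal effect; 0% = DMSO wells and -100% = cell-free medium wells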
#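 Using the IDH1-knockdown HT-1080 line run in the same batch and compound series as the NT line, viability after 48 h at 37 °C was determined by CellTiter-Glo luminescence and expressed as % activity.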
# KB-V1 cytotox: KB-V1 MDR subline cytotoxicity; 400,000 compounds, 3.4% hits; KB-V1 MDR cells viability, CellTiter-Glo, 72 h; Potency, µM (series often up to 46.1 µM), inactives show top-dose activity change, negative = cytotoxicity, actives largely listed as cytotoxic; further: potency means the concentration at half of the fitted maximal effect; on the % scale 0 is the no-effect control and ±100 the full control effect; nearly all actives have a fitted effect of over 60% in size
#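 In this primary screen, KB-V1 cells overexpressing P-gp are incubated with library compounds (lowest to highest concentration) for 72 h at 37 degrees C before a luminescent ATP viability read.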
# IL-1B inflam inh: inflammasome signaling inhibition, IL-1 beta readout; THP-1 LPS/ATP IL-1B secretion, AlphaLISA, 16 h; stronger effect = lower value; activity change, % at 57.5 µM; 360,000 compounds, 4.7% hits; AID 743279; in the data active means activity change below about -50%; inconclusive means mostly about -30% to -49%; further: on the % scale 0 is the no-effect control and ±100 the full control effect
#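 Secreted IL-1B measured by AlphaLISA bead assay after 16 h compound exposure of THP-1 cells; compounds (final up to 57.5 uM) added 1 h before LPS (250 ng/mL) and ATP (1.25 mM) stimulation; lower signal means less secretion.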
# ATXN2 expr inh: reduces ATXN2 reporter expression in HEK-293 cells. AID 1745845. HEK-293 ATXN2-luciferase reporter, luminescence, 24 h. 360,000 compounds, 0.72% hits. Potency, µM (doses to about 57 µM), without a hit: top-dose activity change, negative = inhibition, most hits filed as inhibitors; further: potency means the concentration at half of the fitted maximal effect; on the % scale 0 is the no-effect control and ±100 the full control effect; nearly all actives have a fitted effect of over 55% in size
#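 ATXN2-luciferase reporter cells (luciferase flanked by upstream and downstream ATXN2 gene portions) were treated 24 h at 37 °C with compounds at up to 57 uM. SteadyGlo luminescence gave expression; GF-AFC fluorescence gave viability.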
# The depositor's hits bear a star; i = inactive; ? = inconclusive; nt = no result given; & = joins results of further samples; [ ] = remark or other dose. Unless noted, the call rests on the fitted dose curve; in most records, active means well fitted curve in the direction sought with a large enough effect; inconclusive means small, poorly fitted or top-dose-only effect, or another doubt; inactive means no such curve, though single readings can be large; an effect the other way counts as inactive or inconclusive.
SMILES,KB-3-1 tox,SW480 rerep,ATXN viability,MCF10A rereplic,HT1080NT lethal,HT1080 IDH1KD tx,KB-V1 cytotox,IL-1B inflam inh,ATXN2 expr inh
Cc1ccc(SCC(=O)Nc2ccc3oc(-c4ccc(F)cc4)nc3c2)cc1,-0.8%,nt,?,nt,nt,nt,0.0%,nt,4.0%
O=C(COc1coc(CN2CCN(c3ccccc3)CC2)cc1=O)N1CCc2ccccc21,0.0%,-76.8%[inhibitor],i,-1.9%,-2.3%,-7.5%,-14.0%,-0.6,-5.7%
CCOC(=O)C1=C(CC)Nc2ccccc2N/C1=N\S(=O)(=O)c1ccccc1OC,-14.2%,-9.4%,i,19.0%,-3.2%[9.24 µM],1.6%,-8.6%,-13.9,-1.2%
CS(=O)(=O)Cc1cc(N2CCCC2)nc(-c2ccccc2)n1,17.1%,-2.9%,i,-4.4%,-0.8%,23.9%,16.8%,5.0,-11.0%[11.3 µM]
O=C(CNS(=O)(=O)c1ccc(F)cc1)N1CCOCC1,15.7%,-2.1%,i,-2.3%,14.3%,13.4%,7.5%,1.7,20.1%
CCN(CC)c1ccc(CN(C(=O)c2cccs2)C2CCS(=O)(=O)C2)cc1 (configuration not stated),?,-0.9%,i,2.4%,4.0%,-6.4%,-19.9%,-27.7,-5.9%
COC(=O)C1(C#N)C(c2ccccc2)C1(C(=O)OC)C(=O)OC (configuration not stated),4.2%,0.6%,?,4.8%,7.9%,7.0%,2.1%,3.0,-1.2%
Cc1ccc(CSCC(=O)N(C)CC(=O)Nc2ccc(Cl)c(Cl)c2)cc1,4.1%,?,i,?,-15.7%,0.7%,-0.4%,-5.9,-2.5%
COc1ccccc1NC(=S)N(Cc1ccco1)Cc1cc2ccc(C)c(C)c2[nH]c1=O,0.92µM*,?,i,?,?,?,1.84µM*,10.9,9.5%
COC(=O)c1ccc(NC(=O)CCn2cccn2)cc1,3.5%,nt,i,nt,nt,nt,-9.0%,nt,1.9%

# The list goes on, starting with the last four of the part before.
SMILES,KB-3-1 tox,SW480 rerep,ATXN viability,MCF10A rereplic,HT1080NT lethal,HT1080 IDH1KD tx,KB-V1 cytotox,IL-1B inflam inh,ATXN2 expr inh
COC(=O)C1(C#N)C(c2ccccc2)C1(C(=O)OC)C(=O)OC (configuration not stated),4.2%,0.6%,?,4.8%,7.9%,7.0%,2.1%,3.0,-1.2%
Cc1ccc(CSCC(=O)N(C)CC(=O)Nc2ccc(Cl)c(Cl)c2)cc1,4.1%,?,i,?,-15.7%,0.7%,-0.4%,-5.9,-2.5%
COc1ccccc1NC(=S)N(Cc1ccco1)Cc1cc2ccc(C)c(C)c2[nH]c1=O,0.92µM*,?,i,?,?,?,1.84µM*,10.9,9.5%
COC(=O)c1ccc(NC(=O)CCn2cccn2)cc1,3.5%,nt,i,nt,nt,nt,-9.0%,nt,1.9%
CCOP(=O)(c1ccc(N(C)C)cc1)C(O)c1ccccc1F (configuration not stated),-0.8%,-5.2%,i,0.9%,19.1%,0.0%,0.9%,-0.5,-22.6%
COc1ccc(N2C(=O)c3ccccc3NC2c2ccc(OC)c(CN3CCOCC3)c2)cc1 (configuration not stated),-2.2%,0.6%,i,1.6%,0.0%,-8.4%,-2.5%,-2.6,2.0%
CC(C)NC(=O)[C@H]1N2C(=O)c3ccccc3C2SC1(C)C (some centres not stated),7.7%,-0.9%,i,7.6%,3.8%,7.6%,-5.2%,15.7,-9.1%
CCCN1Cc2cccc(C(=O)NCCCOC(C)C)c2C1=O,2.6%,-3.0%,i,0.9%,-3.1%,-0.3%,-11.2%,20.3,0.3%
Cc1onc(-c2c(Cl)cccc2Cl)c1NC(=O)NNc1c(Cl)cncc1Cl,-2.5%,8.0%,i,?,-3.8%,-1.7%,2.9%,11.7,-21.0%
O=C(Nc1cccc(S(=O)(=O)N2CCOCC2)c1)c1cn(-c2ccccc2)nc1-c1ccccc1,-0.3%,17.2%,i,3.7%,1.7%,8.3%,?,-18.6,-1.5%
CC1(C)C(=O)Nc2ccccc2N1C(=O)CN1C(=O)c2ccccc2C1=O,2.0%,-3.8%,i,1.7%,-19.0%,-0.5%,-4.0%,-8.4,-2.2%
CC1CCCN(S(=O)(=O)c2cccc(C(=O)NCCCN3CCCC3=O)c2)C1 (configuration not stated),-1.9%,nt,i,nt,9.8%,3.5%,?,-15.6,nt
CC1(C(=O)NCc2ccccc2)CSCC(=O)N1Cc1cccs1 (configuration not stated),-11.8%,nt,nt,nt,17.9%,8.1%,?,18.9,nt
COc1ccc(NC(=O)CC2C(=O)N(c3ccc(OC)cc3)C(=O)N2CCC2=CCCCC2)cc1 (configuration not stated),1.7%,nt,i,nt,nt,nt,-27.1%,nt,10.6%
COC(=O)COc1ccc(Cl)cc1C1Nc2ccccc2C(=O)N1c1ccc(OC)cc1 (configuration not stated),-1.4%,7.4%,i,4.1%,?,-3.9%,-15.3%,25.9,34.6%[activator]
Cc1c(C)n(CCC(=O)O)c2ccccc12,5.4%,-2.1%,i,-12.5%,-1.7%,0.9%,20.7%,18.4,6.0%
OCCC1CN(Cc2ccccc2OC2CCCC2)CCN1Cc1ccsc1 (configuration not stated),-14.4%,-4.7%,?,14.0%,1.0%,7.1%,-2.1%,-5.9,-23.2%
CCc1nc2ccccc2c(C(=O)OCC(=O)NC2CCCC2)c1C,4.3%,4.5%,i,-6.1%,-10.5%,-15.4%,-1.3%,-12.3,-7.0%
Cc1ccccc1Nc1c(N)c(=O)oc2ccccc12,-0.1%,-4.5%,i,?,?,-27.0%,-13.6%,-11.0,-7.9%
Cc1c(C(=O)NC(C)c2ccncc2)oc2ccccc12 (configuration not stated),9.4%,-0.8%,i,0.6%,9.5%[9.24 µM],-5.9%,-3.1%,0.0,10.1%
CC1SC(c2ccc(F)cc2)N(CCc2ccccc2)C1=O (configuration not stated),15.5%,?,i,?,-1.7%,11.2%,3.1%,-5.0,-10.2%
COCCN1C(=O)C(=O)/C(=C(/O)c2ccc(S(=O)(=O)N3CCCCC3)cc2)C1c1ccc(OC)cc1 (configuration not stated),22.0%,3.2%,i,0.4%,0.9%,8.1%,22.8%,11.8,2.5%
CCOc1ccc(C(=O)/C=C/c2cn(CC(O)CN3CCCCCC3)c3ccccc23)cc1 (configuration not stated),-20.0%,nt,?,nt,nt,nt,5.5%,nt,?
CCOC(=O)C1CCN(C(=O)c2cccc(S(=O)(=O)NCc3ccccc3)c2)CC1,-1.3%,-1.8%,i,-1.7%,4.7%,6.0%,-9.7%,-7.5,nt
CC(C)Cc1nc(N2CCN(C(=O)c3ccccc3)CC2)c(C#N)c2c1CCC2,6.7%,15.5%,i,?,-16.8%,-16.6%,-2.5%,12.4,-19.2%
CCOC(=O)Cn1nc(C)c([N+](=O)[O-])c1C,-1.8%,?,i,0.2%,-5.3%,-3.4%,0.0%,-6.9,0.1%[11.3 µM]
c1csc(-c2cn3c(n2)SCC3)c1,7.8%,-1.9%,i,9.5%,7.9%,1.9%,?,-11.5,17.4%
CC1(C(=O)Nc2cnc3ccccc3c2)CCN1Cc1cc2ccccc2o1 (configuration not stated),0.0%,nt,?,nt,-18.9%,?,?,-0.1,-8.6%
Cc1ccc2c(C(=O)CN3CCCCC3)c(C)[nH]c2c1,2.4%,-9.6%,?,-8.1%,0.7%,-0.6%,5.6%,2.4,-4.9%
O=C(CSc1cc(Cl)ccc1Cl)NC1CC1,1.7%,-8.1%,i,3.1%,-5.2%,4.5%,26.0%,-18.5,nt
O=C(COc1ccccc1)N1CCN=C1SCc1ccccc1F,-3.5%,2.3%,i,-3.1%,12.7%,-1.2%,-0.4%,-23.5,24.4%
CCCCN(C)C(=O)c1nc2ccccn2c1CN1CCN(c2ncccn2)CC1,-0.9%,-9.6%,i,-5.2%,0.3%,-4.1%,0.0%,4.6,nt
CC(C)Oc1ccc(CNC(=O)C2CCCCN2S(=O)(=O)c2ccc(F)cc2)cc1 (configuration not stated),?,nt,i,nt,nt,nt,-4.1%,nt,7.9%
CCc1ccc(-c2cc(C)no2)cc1S(=O)(=O)Nc1ccc(Cl)cn1,-0.9%&11.7%,-22.1%,i,-1.1%,-9.1%,-8.1%,-2.1%&9.3%,36.5,-7.0%

# Some of the entries so far, with values under each structure.
# Second line of a record – KB-3-1 tox, SW480 rerep, ATXN viability, MCF10A rereplic, HT1080NT lethal, HT1080 IDH1KD tx, KB-V1 cytotox, IL-1B inflam inh, ATXN2 expr inh
> CC1(C(=O)Nc2cnc3ccccc3c2)CCN1Cc1cc2ccccc2o1 (configuration not stated)
→ 0.0%, nt, ?, nt, -18.9%, ?, ?, -0.1, -8.6%
> Cc1ccc2c(C(=O)CN3CCCCC3)c(C)[nH]c2c1
→ 2.4%, -9.6%, ?, -8.1%, 0.7%, -0.6%, 5.6%, 2.4, -4.9%

# (next part)
SMILES,KB-3-1 tox,SW480 rerep,ATXN viability,MCF10A rereplic,HT1080NT lethal,HT1080 IDH1KD tx,KB-V1 cytotox,IL-1B inflam inh,ATXN2 expr inh
Cc1ccc2c(c1)N(C)/C(=C/c1cccc[n+]1CCO)S2,1.84µM*,-7.1%,i,-10.7%,?,?,7.0%,?,0.0%
CC(C)OC(=O)c1cccnc1SCC(=O)N(C)c1ccccc1,-14.6%,-9.5%,i,23.2%,8.5%,-4.6%,-3.8%,-7.3,-19.3%
O=C(NCC(O)c1ccc([N+](=O)[O-])cc1)Nc1ccccc1 (configuration not stated),4.5%,-2.7%,i,-6.7%,-9.4%,0.2%,3.6%,12.2,6.7%
COc1ccc(OC(C)c2ccc(C#N)c(=O)[nH]2)cc1 (configuration not stated),1.9%,2.5%,i,-3.1%,8.0%,6.1%,?,1.2,9.7%
CCOC(=O)C1/C(=N\O)CC(C)(O)C(C(=O)OCC)C1c1ccc(OC)c(OC)c1 (configuration not stated),3.7%,-5.1%,i,-5.3%,7.4%,6.7%,?,-6.6,0.6%

# Screening data from PubChem.
